High-throughput results from PubChem BioAssay.
14-3-3 PPI: modulators of 14-3-3 gamma protein binding, primary screen, biochemical, fluorescence polarization; inhibition, % at 40 µM; 14-3-3 protein gamma (Homo sapiens), P61981; FP, 14-3-3gamma / TMR-pS259-Raf peptide binding; hit rate 0.19% among 160,000; in the data active = inhibition above about 30%;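 also: 0% = protein plus tracer without compound and 100% = blank with tracer alone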
Target sequence (P61981 whole entry, looked up): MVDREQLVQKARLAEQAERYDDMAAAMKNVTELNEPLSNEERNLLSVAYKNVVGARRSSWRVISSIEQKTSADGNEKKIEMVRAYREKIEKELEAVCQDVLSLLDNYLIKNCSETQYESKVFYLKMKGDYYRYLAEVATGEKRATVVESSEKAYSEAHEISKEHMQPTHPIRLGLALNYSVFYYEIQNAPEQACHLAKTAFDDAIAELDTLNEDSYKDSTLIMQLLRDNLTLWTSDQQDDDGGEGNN
* hit, by the source's call; & = joins results of further samples. The list is partial, so the mix of outcomes need not match the whole.

14-3-3 PPI	Molecule
-249	CCc1ccc2oc(-c3ccc(NC(=O)c4cc(OC)cc(OC)c4)cc3)nc2c1
-3	O=C(Nc1ccc(I)cc1)C1C2CCCC1C2c1ccccc1 (stereo unspecified)
-2	CCOC(=O)C(C(=O)Nc1cccc(C(F)(F)F)c1)C1CCCCC1 (stereo unspecified)
15	COc1ccc(OC)c(NC(=O)c2ccc3nsnc3c2)c1
-7	CCOc1ccc(NC2SC(=O)N(c3ccccc3)C2=O)cc1 (stereo unspecified)
-3	Cc1ccc(-c2nc3ncccc3o2)cc1NC(=O)c1ccc(C(C)(C)C)cc1
0	Cc1cc2oc(=O)cc(CN3CCC(C)CC3)c2cc1Cl
3	COCCNC(=O)c1snc2ccc(Cl)cc12
3	COc1cc(C2C(=O)N(C3CCCCC3)CC(=O)N2C2CCCc3ccccc32)ccc1OC(C)C (stereo unspecified)
-11	Cc1cc(Cl)ccc1OCCCC(=O)N1CCN(C(=O)c2ccco2)CC1
-3	COC(=O)c1cc(=O)n2[nH]cnc2n1
-4	O=C(Cn1nnc(-c2ccccc2-n2cnnn2)n1)NCc1ccccc1
0	Cc1ccc(CCNC(=O)C2CCN(S(=O)(=O)N3CCC4(CC3)OCCO4)CC2)cc1
2	O=C(c1cccs1)N1CCN(c2ccc([N+](=O)[O-])cc2F)CC1
4	O=C(CCC(=O)N1CCOCC1)Nc1nc(-c2cc3ccccc3oc2=O)cs1
-18	COc1cc2ccccc2cc1C(=O)Nc1ccc(F)cc1
1	CCOc1c(N2CCCCC2)c(=O)c1=O
-13	O=C(CSc1nc2ccccc2s1)Nc1nc2c(ccc3ccccc32)s1
-3	Cc1ccc(NS(=O)(=O)c2cc(C(=O)N3CCN(C)CC3)ccc2C)cc1
-2	COc1ccc(CNC(=O)c2cc(S(=O)(=O)N3CCCC3)ccc2F)cc1
-4&2	S=c1[nH]nc(-c2cccc(Br)c2)o1
-3	CCOC(=O)CN1C(=O)CSc2ccccc21
-2	COc1ccc(-n2nc([N+](=O)[O-])c(=NCCc3ccc(OC)c(OC)c3)n2O)cc1
-7	COc1ccc(OC)c(N2C(=O)C3C4C=CC(CC4)C3C2=O)c1 (stereo unspecified)
-4	O=C(CN(CCc1ccccc1)C(=O)CNS(=O)(=O)c1ccccc1)NCC1CCCO1 (stereo unspecified)
-6	Cc1cc(Cl)cc(Nc2ncnc3sc4c(c23)CCCC4)c1
2	O=C(CSc1cn(Cc2ccccc2Cl)c2ccccc12)NCc1ccco1
-10	CN1C(=O)CC(N2CCN(C(c3ccccc3)c3ccccc3)CC2)C1=O (stereo unspecified)
0	Cc1c(C(=O)N2CCN(c3ccccc3F)CC2)sc2ncnc(N3CCCCC3)c12
-3	CCOC(=O)N1CCN(Cc2nc3c(c(=O)n(C)c(=O)n3C)n2Cc2ccccc2C)CC1

Later entries.
14-3-3 PPI	Molecule
-2	O=C(CNC(=O)c1cccs1)NC1=NCCS1
-3	CC1(C)CC2CC(C)(CN2c2ccc(N3C(=O)CCCC3=O)cc2[N+](=O)[O-])C1 (stereo unspecified)
-2	O=C(CCCCCN1C(=O)c2ccccc2C1=O)Nc1ncn[nH]1
-5	Nc1cc(=O)[nH]c(=O)n1Cc1ccco1
2	NS(=O)(=O)c1ccc(NCc2c(F)cccc2Cl)cc1
-8	O=c1[nH]c(N2CCCCCC2)nc2ncn(Cc3ccccc3)c12
-3	CC1(C)CC(CCNC(=O)c2ccccc2C(=O)O)(Cc2ccccc2)CCO1 (stereo unspecified)
7	CC1CN(C2CCCCC2)c2nc3c(c(=O)n(C)c(=O)n3C)n2C1 (stereo unspecified)
-4	Cc1cc(N2C(=O)C3C4C=CC(C4)C3C2=O)ccc1Br (stereo unspecified)
-13	O=C(NCc1ccccc1)c1cc(=O)[nH]c2ccc(S(=O)(=O)N3CCOCC3)cc12
17	CCOC(=O)c1c(NC(=O)CN2CCCCCC2)sc2c1CCCCC2
-11	Cc1c(NS(=O)(=O)c2ccc(C(C)(C)C)cc2)c(=O)n(-c2ccccc2)n1C
6	O=C(CSc1nc2ccccc2o1)Nc1ccc(N2CCOCC2)c(Cl)c1
-5	COc1ccc(C2N3CC4([N+](=O)[O-])CN2CC([N+](=O)[O-])(C3)C4(C)C)cc1 (stereo unspecified)
1	O=C(CSc1nnc(Cc2cccs2)n1-c1ccccc1)NCc1ccc2c(c1)OCO2
-15	O=C(Nc1ccc(S(=O)(=O)NCc2ccco2)cc1)c1ccc2ccccc2n1
-4	COc1ccc(C2(C(=O)Nc3cc(C)on3)CCOCC2)cc1
6	N#Cc1ccc(OCc2nnc(SCC(=O)N3CCCc4ccccc43)n2-c2ccccc2)cc1
-5	COc1cc(-c2nc(S(=O)(=O)c3ccc(C)cc3)c(N3CCOCC3)o2)cc(OC)c1OC
1	O=C(Nc1ccc(Br)cc1)c1nn2c(c1Br)NC(c1ccccc1)CC2C(F)(F)F (stereo unspecified)
-6	CC1(C)Cc2c(sc3c4nnnn4c4nnnn4c23)CO1
0	COc1cccc(C(=O)Oc2c(S(=O)(=O)c3ccc(C)cc3)c(C)nn2C(C)(C)C)c1
-6	O=C(Nc1cc(C(F)(F)F)ccc1N1CCCCC1)c1ccco1
-14	CSc1ccc(Cl)c(C(=O)Nc2ccc(Br)cn2)c1
-11	COc1ccc(C2C3=C(CCCC3=O)Nc3[nH]c(=O)[nH]c(=O)c32)cc1OC (stereo unspecified)
-2	CCc1ccc(NC(=O)CSc2nccn2-c2cc(C)cc(C)c2)cc1
-1	CSc1nc2c(sc3ccccc32)c(=O)n1Cc1ccco1
7	O=C1C2CC=CCC2C(=O)N1c1ccc(N2CCN(Cc3ccc(Cl)cc3)CC2)c([N+](=O)[O-])c1 (stereo unspecified)
-11	CCOC(=O)CNC(=O)CSc1nnc(COc2ccc(Cl)cc2)n1CC
-13	O=C(CN1C(=O)c2ccccc2C1=O)Nc1ccccc1O

New compounds follow
14-3-3 PPI	Molecule
-17	CC1(C)NC(=O)N(CC(O)COc2ccccc2-c2ccccc2)C1=O (stereo unspecified)
-47	CC1CCCN(c2cc(NCCC(=O)O)c3c4c(onc24)-c2ccccc2C3=O)C1 (stereo unspecified)
-17	O=C(Cc1csc(Nc2nc(=S)[nH]c3ccccc23)n1)NCCc1ccccc1Cl
-3	CC(=O)Nc1ncnc2nc[nH]c12
0	CCOc1ccc(C(=O)Nc2c3c(nn2-c2ccccc2)CSC3)cc1
0	c1nc(N2CCOCC2)c2[nH]cnc2n1
1	CC(=O)N1CCc2cc(S(=O)(=O)N3CCN(c4ccccc4Cl)CC3)ccc21
-6	CC(=O)N1CCc2cc(S(=O)(=O)NC3CCCCC3C)ccc21 (stereo unspecified)
-1	Cc1nnc(SCCn2c(N3CCN(Cc4ccccc4)CC3)nc3c2c(=O)[nH]c(=O)n3C)s1
2	O=C1NC(C(F)(F)F)(C(F)(F)F)N=C2SCCN12
1	CCc1nc2ccccc2c(NC(=O)CNC(C)(C)C)c1C
-2	CCNS(=O)(=O)c1c(C)cc(N2CCCC2=O)cc1C
-5	CCCCN(C)CCCNC(=O)c1cccc(N2CCCC2=O)c1
10	c1ccc(CCN2CCN(c3ncnc4c3cnn4-c3ccccc3)CC2)cc1
-18	Clc1ccc2[nH]c3ccccc3c2c1
-1	CCc1cc(=O)oc2cc(OCC(=O)N3CCCc4ccccc43)ccc12
-1	O=C(NCC1COc2ccccc2O1)c1ccccc1 (stereo unspecified)
-21	CC(=O)N1c2ccc(S(=O)(=O)Nc3ccc(Br)cc3C)cc2CC1C (stereo unspecified)
4	CCCCNC(=O)c1cn(C)c(=O)c2ccccc12
5	CCN1CCN(C(C(=O)NC2CCCC2)c2cc3c(cc2[N+](=O)[O-])OCO3)CC1 (stereo unspecified)
-11	Cc1cc(C(=O)Cn2nnc3ccccc3c2=O)c(C)n1Cc1cccs1
4&-7	Cc1cccc(-n2ccnc2SCC(=O)Nc2nccs2)c1C
4	CCOc1ccccc1C(=O)N1CCN=C1SCc1cccnc1
-10	Cn1c(C(=O)N2CCN(c3ccc(Cl)cc3)CC2)cc2c(=O)n(C)c3ccccc3c21
-9	Cc1cc(C)nc(N2CCN(c3ncnc4c3oc3ccccc34)CC2)n1
-2	Cc1ccc(NC(=O)CSc2nccn2-c2cccc(C)c2C)c(C)c1
-11	CC(=O)c1cccc(Nc2nc(-c3sc(NC(=O)c4ccccc4)nc3C)cs2)c1
-5	Cc1cccn2c(=O)c3cc(C(=O)NCCC(c4ccccc4)c4ccccc4)sc3nc12
1	O=C(CC1Nc2c3ccccc3nc(=S)n2C1=O)NCc1ccccc1 (stereo unspecified)
-14	O=C(Nc1nc2ccc(Br)cc2s1)c1ccc(F)cc1

Next section.
14-3-3 PPI	Molecule
-3	CC1CCCCC1NC(=O)C1CCN(S(=O)(=O)N2CCCC2)CC1 (stereo unspecified)
-39	Cc1ccccc1Cn1nc(C)c(NC(=O)c2cc(-c3ccc(Cl)cc3)on2)c1C
-4	Cc1ccc2cccc(Sc3ccc(C(F)(F)F)cc3[N+](=O)[O-])c2n1
-1	CCCCNS(=O)(=O)c1cc(C(=O)O)ccc1F
4	COCCCN1C(=O)C(O)=C(C(C)=O)C1c1ccccn1 (stereo unspecified)
-3&-5	CC(C)(NCc1ccccc1Cl)C(=O)O
-8	CC(=O)N1CCc2cc(S(=O)(=O)CCC(=O)N3CCc4ccccc4C3)ccc21
0	CCNS(=O)(=O)c1cc(-c2nnc(Nc3ccc(F)cc3)c3ccccc23)ccc1C
3	COC(=O)Cn1c(=NC(=O)CSCC(=O)Nc2cc(C)on2)sc2ccccc21
6&-24	Cn1c(=N)n(CC(O)c2ccco2)c2ccccc21 (stereo unspecified)
-5	O=C1C(=O)N(CCCn2ccnc2)C(c2ccc([N+](=O)[O-])cc2)/C1=C(\O)c1ccc(Br)cc1 (stereo unspecified)
-2	CN(C)CCN1C(=O)C(=O)/C(=C(/O)c2ccc(S(=O)(=O)N(C)C)cc2)C1c1ccccc1F (stereo unspecified)
-2	Cc1ccc(C(=O)CSc2n[nH]c(-c3ccco3)n2)cc1
-51	COc1ccc(N(C(C)C(=O)Nc2ccc(-c3nc4ccc(C)cc4s3)cc2)S(C)(=O)=O)cc1 (stereo unspecified)
-7	CC1CCCN(C(=O)c2cc3c(=O)[nH]c4ccccc4c3s2)C1 (stereo unspecified)
-13	Clc1cccc(NCc2ccco2)c1
-49	COc1ccc(-c2nc3ccccc3o2)cc1NC(=O)COc1ccccc1
2&-7	COc1ccc(CNc2oc(C)nc2C#N)cc1
14	COc1cc2ccccc2cc1C(=O)Nc1nnc(-c2cccc([N+](=O)[O-])c2)s1
-9	CCn1c(SCC(=O)NCc2ccc3c(c2)OCO3)nnc1-c1c[nH]c2ccccc12
-13	CCOc1cc(C2C3=C(CC(C)(C)CC3=O)OC3=C2C(=O)CC(C)(C)C3)ccc1OCc1ccccc1
-7	COc1ccc2oc(C)c(C(O)c3cc4ccccc4o3)c2c1 (stereo unspecified)
-3	COc1ccccc1NCc1nc2ccccc2n1CCOc1ccccc1Cl
-33	O=C(CCc1ccccc1)Nc1cccc2c1C(=O)c1ccccc1C2=O
-9	Cc1ccc(OCC(=O)Nc2cccc(-c3nc4ccccc4c(=O)o3)c2)cc1
-5	COc1cc2c(cc1OC)C(c1ccc([N+](=O)[O-])cc1)CC(=O)N2 (stereo unspecified)
6&-3	O=C(O)c1cccc(Nc2ncnc3ccccc23)c1
-68	Cc1cccc(Nc2ccc([N+](=O)[O-])c3nonc23)c1C
-6	CC(=O)C1=C(O)C(=O)N(CCc2c[nH]c3ccccc23)C1c1cccc(O)c1 (stereo unspecified)
2	CCCn1c(=S)[nH]c2cc(C(=O)N3CCCC3)ccc2c1=O

Later entries
14-3-3 PPI	Molecule
2	Cc1sc2ncnc(OCC(=O)N3CCN(S(=O)(=O)c4ccccc4)CC3)c2c1C
-15	CN(C)S(=O)(=O)c1ccc(-c2csc(-c3cccnc3)n2)cc1
1	Cc1cccc(C)c1OCCCNCC1CCCO1 (stereo unspecified)
-5	CC(O)c1nc2ccccc2n1C/C=C/c1ccccc1 (stereo unspecified)
-6	Cc1ccc(-c2nc(-c3ccccn3)no2)c(Cl)c1
3	CC(c1nnc(Sc2nnnn2-c2ccccc2)n1-c1ccc(F)cc1)N(C)C (stereo unspecified)
-2	Cc1ccc(NC(=O)C(=O)NCCN2CCN(C(=O)c3ccccc3)CC2)cc1
-4	CN(C)C(=O)c1c(NC(=O)c2ccccc2F)sc2c1CCC2
5&-16	O=c1oc(-c2cccs2)nc2sc3c(c12)CCCCC3
24	COCCNC(=O)C(c1ccncc1)N(C(=O)Cn1nnc2ccccc21)c1ccc(OC)cc1 (stereo unspecified)
-4	O=S(=O)(c1ccccc1F)N1CCN(Cc2ccc3c(c2)OCO3)CC1
-8	CCCCCn1c(CNC(=O)c2ccc(F)cc2)nc2ccccc21
